Screening results: PubChem BioAssay, several laboratories
L929 necroptosis – inhibitors of zVAD-triggered necroptosis, primary screen, L929 cells | L929 zVAD necroptosis rescue, ATP luminescence, 24 h; with zVAD 60 µM | viability rescue, % at 10 µM | hit rate 0.38% among 220,000 | AID 1377, 2008;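 active means activation, scaled between plate controls, above about 75%, limit read from the data; inactive means activation under that limit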;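 further: 0% = zVAD with DMSO and 100% = DMSO alone without zVAD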
Rad51 HR inh – human RAD51 strand exchange inhibitors, primary screen, biochemical, fluorescence | DNA repair protein RAD51 homolog 1 (Homo sapiens), Q06609 | hRad51 DNA strand exchange, fluorescence dequenching | inhibition, % at 10 µM | hit rate 0.085% among 200,000 | AID 1385, 2008;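 active means inhibition above 40% at the single screening dose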;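 further: 0% = DMSO control wells and 100% = blanks with heterologous ssDNA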
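Test system: preformed human Rad51 ssDNA filaments. Compound dosing: single dose, 10 µM final compound. Incubation: filaments 15 min 37 °C, then compound 30 min. Technique: FRET fluorescence dequenching, excitation 485 nm, emission 520 nm. Read-out basis: percent inhibition from fluorescence, normalised to plate control and blank means. Benchmarks: plate controls and plate blanks.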
m-calpain inh – inhibitors of pig calpain II, primary screen, biochemical, fluorogenic peptide substrate, 1536-well; purified calpain II, 30 min; inhibition, % at 16 µM; hit rate 0.37% among 220,000;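 active means inhibition above about 50%, limit read from the data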
PGE2 EP2 inh – human EP2 receptor antagonists, primary screen, TR-FRET cAMP, C6 glioma cells; Prostaglandin E2 receptor EP2 subtype (Homo sapiens), P43116; C6 glioma cells expressing human EP2; cells stimulated with saturating PGE2; inhibition, % at 25 µM; hit rate 0.52% among 260,000;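 active means percent inhibition above 40 after rounding to a whole number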;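 further: rat C6 glioma host cells with rolipram phosphodiesterase inhibitor present; the protocol text gives 20 µM as final concentration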
Hck-Nef inh – inhibitors of Nef-activated human Hck kinase, primary screen, biochemical, Z-Lyte FRET, 384-well, Hck-YEEI | Recombinant Hck-YEEI plus Nef, Z-Lyte FRET kinase assay | inhibition, % at 20 µM | hit rate 0.68% among 220,000;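 active means Hck-Nef kinase inhibition above about 50%, limit read from the data; inactive means inhibition below that limit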;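 further: 0% = DMSO with Hck plus Nef and 100% = Hck alone without Nef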
TbHK1 inh – Trypanosoma brucei hexokinase 1 inhibitors, primary screen, biochemical, G6PDH-coupled NADH absorbance, MLSCN library. hexokinase 1 [Trypanosoma brucei]. recombinant TbHK1, G6PDH-coupled NADH A340. inhibition, % at 10 µM. hit rate 0.11% among 220,000. AID 1430, 2008;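 active means inhibition of 50% or more in the single-dose primary screen; inactive means inhibition below 50%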
eIF4E-4G inh – eIF4E–eIF4G protein interaction inhibitors, primary screen, biochemical, uHTS, TR-FRET, eIF4GI fragment; Eukaryotic translation initiation factor 4E (Mus musculus) + Eukaryotic translation …; TR-FRET eIF4E-eIF4GI(517-606) binding, 2 h; hit rate 0.37% among 220,000; inhibition, % at 21.7 µM;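 active means inhibition above about 30%, limit read from the data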;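 further: 0% = full FRET control wells and 100% = background wells lacking eIF4GI fragment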
Target sequence (P63073 whole entry, looked up, the tested form may be a part): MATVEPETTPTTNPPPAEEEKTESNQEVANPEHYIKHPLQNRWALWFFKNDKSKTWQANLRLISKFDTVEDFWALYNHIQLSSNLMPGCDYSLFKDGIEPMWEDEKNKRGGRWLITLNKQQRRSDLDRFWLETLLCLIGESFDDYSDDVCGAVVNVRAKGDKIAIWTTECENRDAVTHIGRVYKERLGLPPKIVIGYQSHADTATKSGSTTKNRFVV
Target sequence (Q04637 whole entry, looked up, the tested form may be a part): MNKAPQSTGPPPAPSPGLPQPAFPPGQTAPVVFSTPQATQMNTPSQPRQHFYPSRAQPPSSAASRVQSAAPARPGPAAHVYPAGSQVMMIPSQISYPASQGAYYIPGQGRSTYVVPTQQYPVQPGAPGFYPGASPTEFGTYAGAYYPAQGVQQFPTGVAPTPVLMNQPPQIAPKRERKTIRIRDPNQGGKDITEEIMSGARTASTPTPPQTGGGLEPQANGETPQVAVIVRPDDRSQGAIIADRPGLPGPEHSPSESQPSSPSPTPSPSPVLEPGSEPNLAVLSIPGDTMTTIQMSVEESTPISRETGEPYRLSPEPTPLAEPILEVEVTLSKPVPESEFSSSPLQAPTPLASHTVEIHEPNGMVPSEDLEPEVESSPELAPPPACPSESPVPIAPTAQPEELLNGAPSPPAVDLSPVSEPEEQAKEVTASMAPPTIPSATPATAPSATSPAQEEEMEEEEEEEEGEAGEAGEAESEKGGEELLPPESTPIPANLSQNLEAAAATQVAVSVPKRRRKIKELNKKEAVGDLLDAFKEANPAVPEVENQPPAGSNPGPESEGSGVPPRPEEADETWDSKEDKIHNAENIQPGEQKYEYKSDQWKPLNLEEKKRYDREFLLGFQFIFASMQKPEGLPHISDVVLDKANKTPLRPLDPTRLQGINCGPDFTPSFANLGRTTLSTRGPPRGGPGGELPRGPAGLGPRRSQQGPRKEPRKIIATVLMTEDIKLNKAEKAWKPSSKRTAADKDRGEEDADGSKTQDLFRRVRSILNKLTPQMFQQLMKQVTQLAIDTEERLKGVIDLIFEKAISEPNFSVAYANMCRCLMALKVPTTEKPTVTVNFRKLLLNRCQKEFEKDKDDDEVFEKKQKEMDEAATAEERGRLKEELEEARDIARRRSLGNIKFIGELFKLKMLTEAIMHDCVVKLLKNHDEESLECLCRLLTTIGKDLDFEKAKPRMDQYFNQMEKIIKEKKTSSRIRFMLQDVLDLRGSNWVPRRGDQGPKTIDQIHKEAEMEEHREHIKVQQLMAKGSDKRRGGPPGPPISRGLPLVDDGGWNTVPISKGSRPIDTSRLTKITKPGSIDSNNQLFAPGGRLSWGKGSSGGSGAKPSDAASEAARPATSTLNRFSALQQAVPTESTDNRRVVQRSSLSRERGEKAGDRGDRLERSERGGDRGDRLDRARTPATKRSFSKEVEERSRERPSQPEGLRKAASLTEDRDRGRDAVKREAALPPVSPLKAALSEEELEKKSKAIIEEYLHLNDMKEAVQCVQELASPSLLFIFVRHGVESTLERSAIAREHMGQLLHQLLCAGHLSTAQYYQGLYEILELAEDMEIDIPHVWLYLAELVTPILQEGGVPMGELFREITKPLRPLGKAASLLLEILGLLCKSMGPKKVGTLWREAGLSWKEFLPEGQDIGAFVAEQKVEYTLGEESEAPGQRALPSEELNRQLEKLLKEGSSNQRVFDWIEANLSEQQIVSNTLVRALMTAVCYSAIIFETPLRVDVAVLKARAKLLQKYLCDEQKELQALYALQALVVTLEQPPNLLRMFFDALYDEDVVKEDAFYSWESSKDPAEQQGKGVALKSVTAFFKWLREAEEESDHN
EP2 modulator – EP2 receptor modulators, cAMP readout, primary screen, cell-based, HTRF cAMP, PGE2 stimulation | Prostaglandin E2 receptor EP2 subtype (Homo sapiens), P43116 | EP2-expressing cells, cAMP HTRF FRET, PGE2 co-stimulation | induction, % at 25 µM | hit rate 0.83% among 260,000 | AID 940, 2007;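 active means compounds whose cAMP rise, as percent of the full-agonist control response, exceeds 60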;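 further: rat C6 glioma line stably carrying human EP2 under a CMV promoter; the protocol text gives 20 µM as final concentration; 100% = response of wells given 1 µM PGE2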
14-3-3 Bad inh – inhibitors of 14-3-3 zeta/Bad binding, primary screen, biochemical, TR-FRET, bovine 14-3-3 zeta. 14-3-3 protein zeta/delta (Bos taurus), P63103. TR-FRET 14-3-3zeta/Dy647-pBad peptide displacement, 1 h. inhibition, % at 21.7 µM. hit rate 0.71% among 220,000. AID 781, 2007;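 active means inhibition above about 70%, limit read from the data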;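 further: 0% = full 14-3-3 plus peptide FRET controls and 100% = background without 14-3-3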
Starred values were filed as active, the others as inactive; nt = no result given; [ ] = another dose, or the depositor's remark. Some of the compounds tested (hit frequency here may not be typical).

Structure	m-calpain inh	L929 necroptosis	TbHK1 inh	Hck-Nef inh	14-3-3 Bad inh	EP2 modulator	eIF4E-4G inh	PGE2 EP2 inh	Rad51 HR inh
COc1cc2nc(SCc3ccc(Cl)cc3Cl)n(Cc3cccs3)c(=N)c2cc1OC	-184	0.6	-16	-1	-14	19	-2	0	-12
CCOC(=O)c1cc(=O)[nH]c2ccccc12	-115	1.2	-16	25	-3	1	-2	3	9
COc1ccc(Sc2nc(-c3ccccc3)ncc2C(=O)O)cc1	4	13	0	23	-19	40	0	6	3
Cc1cccc(OCC(=O)Nc2ccccc2C(=O)N2CCOCC2)c1	21	-0.2	-4	2	4	3	-1	1	nt
C/C(=N/n1cnnc1)c1cccnc1	26	0.7	-4	0	-3	6	11[fluorescence artefact?]	8	-4
COc1ccc(CCNC(=O)COC(=O)CCC(=O)c2ccc(F)cc2)cc1	-4	3.6	0	8	3	-3	3	7	5
CCCC(C)NS(=O)(=O)c1ccccc1 (stereo not given)	45	0.4	4	3	13[fluorescence artefact?]	14	5[fluorescence artefact?]	6	0
COc1ccc(C2NC(=S)NC3=C2CCc2cc(OC)ccc23)cc1 (stereo not given)	-4	0.0	-2	3	-6	-17	-4	13	-5
CCc1nc2cc([N+](=O)[O-])c([N+](=O)[O-])cc2[nH]1	1	1.6	-12	-1	-14	-24	4	3	0
C=CCSc1nnc(NC(=O)c2cccc(S(=O)(=O)N(C)c3ccccc3)c2)s1	-32	1.9	32	0	-9	-14	5	5	-6
COc1ccccc1NS(=O)(=O)c1ccc2oc(SCc3ccc(F)cc3)nc2c1	15	1.0	-5	-20	0	-56	-1	13	nt
COc1ccc(CC(=O)Nc2c3c(nn2-c2ccccc2C)CS(=O)C3)cc1 (stereo not given)	-30	-0.8	2	10	-4	11	-2	-3	4
O=C(Cn1cncc1-c1ccc([N+](=O)[O-])cc1)Nc1ccccc1F	1	3.6	33	-3	13	-70	6	12	-9
Cc1cc(C)c(NC(=O)C(C)Sc2nc3ccc(N4C(=O)c5ccccc5C4=O)cc3s2)c(C)c1 (stereo not given)	29	2.1	41	9	12[fluorescence artefact?]	2	-23[fluorescence artefact?]	5	7
CC(=O)C1=C(C)NC(SCC(N)=O)=C(C#N)C1c1cccnc1 (stereo not given)	-28	1.6	-5	1	-9	24	4	5	-2
Cc1ccc(CCNC(=O)C2CCC(CNc3c(N4CCCC4)c(=O)c3=O)CC2)cc1 (stereo not given)	5	0.3	-7	3	2	0	6	nt	nt
CS(=O)(=O)N1CCc2cc(S(=O)(=O)Nc3ccc4oc5c(c4c3)CCCC5)ccc21	8	0.4	1	2	5	-11	3	21	-18
COC(=O)c1ccc(Cl)c(NC(=O)c2ccc(-c3ccccc3)cc2)c1	-32	-0.3	3	8	2	10	-32	16	15
O=C(CNC(=O)c1ccccc1F)N/N=C/c1cn[nH]c1-c1ccccc1	-7	0.3	0	8	8	4	4	6	10
CCCSc1nc(SCC(=O)NCc2ccccc2)c2c3c(sc2n1)COC(C)(CC)C3 (stereo not given)	-7	0.1	-4	0	-17	31	-27	8	1
O=C(CSc1nnnn1C1CCCC1)Nc1ccc2c(c1)OCO2	-11	-0.3	2	1	-6[fluorescence artefact?]	-15	-2[fluorescence artefact?]	1	2
COc1cccc(NC(=O)CN2CCN(c3ccccc3F)CC2)c1	-21	-0.1	0	0	4[fluorescence artefact?]	-21	3[fluorescence artefact?]	10	1
S=C(NCc1cccnc1)Nc1ccc(Cl)cc1Cl	-21	-0.6	2	-7	-12	2	0	9	-16
COc1ccc2c(CC(=O)OCC(=O)Nc3cc(C)c(C)cc3[N+](=O)[O-])coc2c1	-6	0.7	14	3	-19	-9	8	4	4
Cc1cc(C)nc(Sc2ccc(/C=C(\C#N)C(=O)Nc3ccccc3)o2)n1	-19	-0.4	-15	2	-14	-18	8	-2	-3
COc1cccc(C(=O)Nc2ccc(C(=O)NCC(C)C)cc2)c1	-10	0.3	0	0	-13	-17	0	6	-82
CSc1ncc(C(=O)O)c(C)n1	-15	-0.3	3	0	1[fluorescence artefact?]	15	3	11	1
O=C(Nc1ccccc1)c1nnn(Cc2ccccc2)c1NC(=O)C(F)(F)F	-47	0.3	-2	0	-2	2	1	8	-6
Cc1ccc(Cl)cc1NC(=O)COC(=O)c1ccc(COc2ccc3c(C)cc(=O)oc3c2)cc1	18	0.5	-2	0	78*	-5	25	6	-8
Cc1c(NC(=S)NC(=O)Cc2ccccc2)cccc1C(=O)O	6	-0.3	-3	0	3	2	-1[fluorescence artefact?]	5	-3
CC1(C(=O)N(Cc2ccccc2)Cc2ccccc2)CC1(Br)Br (stereo not given)	35	0.0	-1	-3	3	37	0	10	nt
C#CCOCCOCCOCCNc1nc(N2CCN(C(=O)[C@H]([C@@H](C)O)n3cc(CCCCN)nn3)CC2)nc(N2CCN(C(=O)[C@H](Cc3ccc(O)cc3)n3cc(CCO)nn3)CC2)n1	-14	-0.2	-7	-7	40	19	2[fluorescence artefact?]	13	2
CCN(CC)S(=O)(=O)c1ccc(NC(=O)COC(=O)c2ccc(-n3nc(C)cc3C)cc2)cc1	44	-0.7	-7	-1	0	15	4	6	0
O=C(Nn1cnnc1)c1ccc(Br)s1	-12	0.6	4	0	-3	12	0[fluorescence artefact?]	15	nt
COc1ccc(CC(=O)NCc2n[nH]c(=S)n2C)cc1	-3	0.1	-3	17	-2	7	-3	8	0
Cc1cc(Br)ccc1SCC(=O)OCC(=O)N1CCN(C(=O)c2ccco2)CC1	-1	-0.1	6	-2	10	1	2	1	2
CC(=O)Nc1cccc(-n2nnc(SCC(=O)Nc3ccc(F)c(Cl)c3)n2)c1	-19	16	-10	7	-12	-47	-8	15	7
Cc1ccc(NC(=O)COC(=O)c2ccc3c(c2)OCCO3)cc1S(=O)(=O)N1CCOCC1	-15	1.1	2	-37	-15	-29	-3	6	21
Cc1cccc(Nc2nc(N3CCN(C)CC3)nc(N)c2[N+](=O)[O-])c1	4	0.5	-38	4	11	8	-3	10	6
COc1cccc(C(=O)Nc2ccc3nc(N4CCOCC4)cc(C)c3c2)c1	-12	29	-18	7	4	-14	-3	23	1
CN(CC(=O)NCCN1CCCCCC1)S(=O)(=O)c1cccc2nsnc12	-24	2.1	-11	0	15	27	1	4	1
Cc1oc(/N=C/c2ccc(Cl)cc2)c(C#N)c1C	6	0.0	4	2	-24	20	3	7	-8
O=C(NCc1cccnc1)C(=O)NCC(c1ccco1)N1CCOCC1 (stereo not given)	16	2.8	1	18	-10	30	-1	6	2
COCCOC(=O)C1=C(N)Oc2c(oc(CO)cc2=O)C1c1ccccc1F (stereo not given)	-17	-0.1	-1	-18	-4	1	-1	11	-2
COCCCN1C(=O)C(=O)/C(=C(/O)c2ccc(OC)cc2C)C1c1cccnc1 (stereo not given)	1	0.0	-33	-1	18	30	7	5	5
O=C(O)c1ccc(C(=O)C(=O)c2ccccc2)cc1	1	0.0	-5	11	4	11	5	1	14
CCCCOC(=O)Nc1nnc(CCc2ccccc2)s1	4	0.4	13	1	17[fluorescence artefact?]	0	10	7	1
CCOC(=O)Cc1nnc(NC(=O)c2cccc(OCC)c2)s1	-6	0.0	-4	0	-4	2	-3	14	-1
O=C(NCc1ccco1)C1CCN(C(=O)c2cc3sccc3n2Cc2ccc(Cl)cc2)CC1	57*	0.6	4	-1	-6	-11	2	8	-2
Cc1cc(C)c(C#N)c(SCC(=O)c2cc(C)n(CCc3ccccc3)c2C)n1	3	1.7	4	3	-2	15	-2	17	-6
Cc1cccc(C)c1-n1c(SCC(=O)Nc2ccc(C(=O)O)cc2)nnc1-c1cccc(S(=O)(=O)N(C)C)c1	-70	1.4	1	24	-16	15	1	4	-6
COc1cc([N+](=O)[O-])cc2cc(C(=O)NC(C)(C)C)c(=O)oc12	-8	0.7	-15	-8	-5	15	1	11	18
CNC(=O)CSc1nc2c(c(=O)n(C)c(=O)n2C)n1Cc1ccc(C)cc1	-10	-0.8	8	2	12[fluorescence artefact?]	4	4	25	-5
O=C(NCC1CCCO1)C1CCCN(Cc2cnn(-c3ccccc3)c2-n2cccc2)C1 (stereo not given)	4	0.0	-5	3	-13	-1	0	6	-1
CC(=O)N1CCN(C(C)=O)C1c1ccccc1	-16	0.1	-2	0	2[fluorescence artefact?]	11	7[fluorescence artefact?]	1	-1
COc1ccnc(N=CNOCc2cccc(Cl)c2Cl)c1C#N	-13	0.7	1	1	4	2	1	9	11
CN(C)c1cc[n+](CC(=O)c2ccc(OC(F)F)cc2)cc1	-9	0.1	-7	18	1	12	2	1	nt
O=C(NC(=S)Nc1ccc(S(=O)(=O)N2CCCCCC2)cc1)c1cccs1	11	1.0	-10	2	-15	5	3	5	4
CC(NC(=O)Cn1c(NCCO)nc2ccccc21)c1ccccc1 (stereo not given)	-6	-0.6	16	-1	-3	12	1[fluorescence artefact?]	10	5
COc1ccc(-c2nn(-c3ccccc3)cc2/C=N/NS(=O)(=O)c2ccccc2)cc1	-40	0.7	-9	1	5	15	9	nt	nt

(next part)
Structure	m-calpain inh	L929 necroptosis	TbHK1 inh	Hck-Nef inh	14-3-3 Bad inh	EP2 modulator	eIF4E-4G inh	PGE2 EP2 inh	Rad51 HR inh
Cc1cccc(C)c1OCc1nnc(SCC(=O)Nc2nccs2)n1-c1ccccc1	19	0.0	0	1	0	51	-5[fluorescence artefact?]	-2	2
Cc1ccc(-c2cc(C(=O)N/N=C/c3c[nH]c4ccccc34)[nH]n2)cc1	15	1.7	-15	-11	10	-78	-3	58*	-36
O=C(Nc1ccc(S(=O)(=O)N2CCCC2)cc1Cl)C1=COCCO1	-1	0.1	3	2	-11[fluorescence artefact?]	19	5[fluorescence artefact?]	7	1
COc1ccc(N(CC(=O)N2CCC(C)CC2)S(=O)(=O)c2c(C)nn(C)c2C)cc1	-25	-0.7	-9	1	-6	5	0[fluorescence artefact?]	11	6
Cc1ccc2c(C)cc(=S)[nH]c2c1	28	1.0	-2	25	21	25	-3	4	-8
COC(=O)c1nn(-c2ccccc2)c(Sc2ccc(OC)cc2)c1/C=N/O	2	0.2	-2	2	2	-11	1	8	-1
CCOC(=O)N/N=C(C)/C=C/c1ccccc1	-1	2.8	-5	3	-4	-2	3[fluorescence artefact?]	12	0
